# Screens from PubChem BioAssay.
# IDE act – human IDE activators in live cells, primary screen, fluorescence polarization, HEK cells, FAbeta-B substrate; Insulin-degrading enzyme (Homo sapiens), P14735; activation, % at 5.96 µM; FAbeta-B cleavage; 0% vehicle, 100% cell-free pure enzyme wells; actives 0.073% (n = 340,000);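 active = activation above the mean of all tested compounds plus 3 SD, set per screening campaign, cut at about 17% in these data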
# IDE cell inh – human IDE inhibitors in live cells, primary screen, fluorescence polarization, HEK cells, FAbetaB substrate; Insulin-degrading enzyme (Homo sapiens), P14735; FAbetaB cleavage; inhibition, % at 5.59 µM; actives 0.41% (n = 320,000);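 active = percent inhibition above the average of all tested compounds plus 3 SD, set per screening campaign, cut at about 16% in these data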;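 also: IDE supplied by intact live HEK cells; FP after avidin binding of uncleaved biotin substrate so inhibition keeps polarization high; 0% = DMSO wells and 100% = 60 µM reference IDE inhibitor Ii1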
# MEKK3 PB1 HTS – modulators of MEKK3-MEK5 PB1 binding, primary screen, biochemical, wildtype MEKK3, multiplex bead flow cytometry, Alexa488-MEK5 | bead-based flow cytometry, Alexa488-MEK5 binding to MEKK3; actives lie on both sides; 0 = blocked by unlabeled MEK5, 100 = vehicle | binding response (% of control), % at 10 µM | actives 1.4% (n = 290,000);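 active = binding response more than 3 SD above or below the average of its plate-row segment, actives on both sides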;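 also: Alexa488 bead fluorescence after subtracting the streptavidin-only scavenger bead signal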
# Target sequence (Q99759 whole entry, looked up): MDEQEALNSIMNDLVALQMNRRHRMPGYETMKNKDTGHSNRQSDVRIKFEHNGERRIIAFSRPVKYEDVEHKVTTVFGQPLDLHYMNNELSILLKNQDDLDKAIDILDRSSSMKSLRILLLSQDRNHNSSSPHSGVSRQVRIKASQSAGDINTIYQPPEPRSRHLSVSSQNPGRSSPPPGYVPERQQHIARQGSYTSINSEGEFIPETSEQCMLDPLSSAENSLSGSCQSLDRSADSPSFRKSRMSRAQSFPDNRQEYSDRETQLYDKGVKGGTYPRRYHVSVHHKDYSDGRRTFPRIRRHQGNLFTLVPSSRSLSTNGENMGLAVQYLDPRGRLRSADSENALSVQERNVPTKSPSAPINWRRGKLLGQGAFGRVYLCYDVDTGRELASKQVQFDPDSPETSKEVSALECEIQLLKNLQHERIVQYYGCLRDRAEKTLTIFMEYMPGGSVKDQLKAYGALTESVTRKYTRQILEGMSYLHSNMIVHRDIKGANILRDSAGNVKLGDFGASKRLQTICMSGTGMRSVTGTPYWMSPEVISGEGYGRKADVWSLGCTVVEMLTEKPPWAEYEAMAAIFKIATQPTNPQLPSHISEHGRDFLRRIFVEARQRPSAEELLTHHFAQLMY
# MEKK2 mut-MEK5 – MEK5 binding signal on mutant MEKK2 PB1, primary screen, biochemical, multiplex bead flow cytometry, Alexa488-MEK5; percent response, % at 10 µM; AID 1530, 2009; Alexa488-MEK5 binding to MEKK2 mutant; actives 0.35% (n = 290,000); in the data active = percent response above about 24%, passing the limit was not always enough; also: inactives centre near 1; some results filed as inactive read as strong as hits; reference of the scale not given here
# NALP1 yeast inh – NALP1 inflammasome inhibitors in reconstituted yeast, colorimetric, S. cerevisiae, triplicate retest; S. cerevisiae NALP1/ASC/caspase-1 growth, X-gal OD620, 72 h; inhibition, % at 10 µM; actives 0.61% (n = 280,000); AID 2071, 2009; in the data active = inhibition mostly above about 24%, no sharp cut-off; inactive = mostly below about 32%; also: some compounds called inactive have numbers as strong as hits
# M18AAP inhibitor – PfM18AAP inhibitors, malaria aminopeptidase, primary screen, biochemical, QFRET, recombinant enzyme | AID 1822, 2009 | actives 1.2% (n = 290,000) | H-Glu-NHMec fluorogenic cleavage | M18 aspartyl aminopeptidase (Plasmodium falciparum 3D7) | inhibition, % at 7.35 µM;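 active = inhibition above the campaign mean inhibition over all tested compounds plus 3 SD, cut at about 28% in these data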;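 also: 0% = plate median of test compound wells and 100% = 2 mM ZnCl2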
# MEKK2 WT-MEK5 – modulators of MEK5 binding to wildtype MEKK2, primary screen, biochemical, multiplex bead flow cytometry, Alexa488-MEK5; Alexa488-MEK5 binding to MEKK2 WT; actives lie on both sides; binding response (% of control), % at 10 µM; actives 1.1% (n = 290,000); AID 1531, 2009; in the data active = binding response below about 67% or above about 130%
# SUMO HTRF inh – inhibitors of in vitro SUMOylation cascade, primary screen, biochemical, HTRF, uHTS; HTRF SUMOylation assay, SAE1/SAE2 + UBC9; inhibition, % at 35 µM; SUMO-conjugating enzyme UBC9 (Homo sapiens), P63279; actives 0.36% (n = 290,000); in the data active = inhibition above about 50%, passing the limit was not always enough; also: strong numbers were not always called active
# Target sequence (P63279 whole entry, looked up): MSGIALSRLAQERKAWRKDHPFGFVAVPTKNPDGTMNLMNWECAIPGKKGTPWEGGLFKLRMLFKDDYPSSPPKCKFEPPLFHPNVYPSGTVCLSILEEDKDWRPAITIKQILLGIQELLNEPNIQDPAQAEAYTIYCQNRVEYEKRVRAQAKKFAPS
# p-CIP stab down – p/CIP-EGFP fusion destabilizers, primary screen, fluorescence, F442A cells. Q05BA5. 16 h. decrease of EGFP signal, % at 10 µM. actives 0.01% (n = 290,000);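 active = EGFP signal decrease of at least 30% at 10 µM or well 3 SD below plate mean, unless failing retest; inactive = the rest, including hits failing retest or dose response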; also: some compounds called inactive have numbers as strong as hits; many of its hits are not listed in these tables
# Active calls of the source: *; · = not tested or not shown. The list is partial (hit frequency here may not be typical).
IDE act	IDE cell inh	MEKK3 PB1 HTS	MEKK2 mut-MEK5	NALP1 yeast inh	M18AAP inhibitor	MEKK2 WT-MEK5	SUMO HTRF inh	p-CIP stab down	SMILES
-5	0	99	1	6	5	101	1	-12	Cc1ccc(OCc2cc(C(=O)N(C)Cc3cc(C4CC4)n[nH]3)no2)cc1C
5	3	102	5	16	-12	105	7	4	CCN(CC)CC(=O)NC12CC3CC(CC(C3)C1)C2
-7	-3	102	2	11	-5	100	13	-12	COc1ccc(C(=O)Oc2ccc3ccc(=O)oc3c2)cc1
7	4	98	-1	28	-4	97	8	0	CCn1ccnc1CNC(=O)c1ccc(OC2CCN(C(=O)COC)CC2)cc1
1	3	101	1	6	6	98	-9	-10	COc1ccc(S(=O)(=O)N2CCOC2CNC(=O)C(=O)NCc2ccc3c(c2)OCO3)cc1 (stereo not given)
4	-4	102	-6	21	-8	101	-8	-1	Cc1ccc(C)c(N(CC(=O)NC2CCCC2)C(=O)c2csnn2)c1
1	-6	96	-11	-2	1	94	-12	-7	CSc1ccc(S(=O)(=O)N(C)Cc2ccccc2)cc1
0	-4	97	-6	13	3	94	-9	10	CCCn1nnnc1NC(=O)c1cc(Br)ccc1OC
7	5	105	2	-3	0	105	0	-4	Cc1[nH]cnc1C(=O)N/N=C/c1c(Cl)cccc1Cl
-5	6	88	-1	3	-17	98	16	2	COC(=O)c1ccc(CNC(=O)c2coc3ccccc3c2=O)cc1

# Rewritten with tabs: entries from further up
Molecule	IDE act	IDE cell inh	MEKK3 PB1 HTS	MEKK2 mut-MEK5	NALP1 yeast inh	M18AAP inhibitor	MEKK2 WT-MEK5	SUMO HTRF inh	p-CIP stab down
COc1ccc(S(=O)(=O)N2CCOC2CNC(=O)C(=O)NCc2ccc3c(c2)OCO3)cc1 (stereo not given)	1	3	101	1	6	6	98	-9	-10
CSc1ccc(S(=O)(=O)N(C)Cc2ccccc2)cc1	1	-6	96	-11	-2	1	94	-12	-7
Cc1[nH]cnc1C(=O)N/N=C/c1c(Cl)cccc1Cl	7	5	105	2	-3	0	105	0	-4
CCN(CC)CC(=O)NC12CC3CC(CC(C3)C1)C2	5	3	102	5	16	-12	105	7	4

# Following part.
IDE act	IDE cell inh	MEKK3 PB1 HTS	MEKK2 mut-MEK5	NALP1 yeast inh	M18AAP inhibitor	MEKK2 WT-MEK5	SUMO HTRF inh	p-CIP stab down	SMILES
6	-3	102	-3	2	7	95	20	-5	CC1(C)CC(=O)C2=C(C1)N(CCN1CCOCC1)C1=C(C(=O)CC(C)(C)C1)C2c1ccc(Cl)cc1
2	4	110	30	2	2	149*	22	9	Cc1cccc(C2c3[nH]c4ccccc4c3CCN2Cc2cccn2-c2ncccn2)c1 (stereo not given)
6	1	96	-2	-4	4	99	-23	4	OC(CNCc1ccccc1)c1ccccc1 (stereo not given)
0	-2	103	2	19	-5	105	0	9	OC(COc1c(F)cc(Br)cc1F)CN1CCc2ccccc2C1 (stereo not given)
3	-1	104	10	4	-4	106	22	-6	Cc1ccc([N+](=O)[O-])cc1S(=O)(=O)Nc1ccc(OCC(=O)N2CCOCC2)cc1
2	-1	102	-1	0	-9	104	5	-8	COc1ccc(CCN(C)C(=O)C23CC4CC(CC(Cl)(C4)C2)C3)cc1OC
2	2	102	2	9	47*	104	-4	-10	NC(=O)Cc1c[nH]c2cccc(O)c12
6	7	103	1	9	2	104	-2	-6	COc1ccc(-c2csc(-c3ccccc3)n2)c(OC)c1
-2	-3	100	3	-5	10	103	8	0	COC(=O)c1sccc1NC(=O)CCC1CCCC1
5	5	117	19	17	-3	128	29	-7	Cc1cc2n(n1)C(c1sccc1C)Nc1c(C)cccc1-2 (stereo not given)
3	3	99	0	31	-4	99	-5	-10	CCC1(CC)Cc2ccccc2C(=C(C#N)C#N)N1
7	-1	110	-3	19	1	103	8	-19	c1ccc(-n2nnnc2Cc2nnnn2-c2ccccc2)cc1
0	7	·	·	25	-7	·	15	-14	CC(C)(C)NC(=O)C(=O)N/N=C/c1ccc(Br)cc1
6	-3	105	2	17	-10	109	11	2	CC(C)c1ccccc1OCC(=O)N1CCCCCCC1
5	2	90	-19	·	0	86	-20	-3	O=C(Nc1ccccc1N1CCCCC1)c1ncoc1-c1cccc(F)c1
0	4	98	-1	77*	4	102	10	-2	O=C(CCl)Nc1cc(-c2ccccc2)nn1-c1ccccc1
-2	4	95	0	-9	0	98	32	-14	Cn1cnnc1Sc1nc2ccccc2nc1NS(=O)(=O)c1ccccc1
-2	3	104	10	17	0	104	12	-1	CN1CCC(N(CCc2ccccc2)C(=O)CCC(=O)O)CC1
1	7	91	-3	27	-10	117	-17	-3	O=C(C[n+]1ccc2ccccc2c1)Nc1cc(C(F)(F)F)ccc1Cl
1	7	104	1	2	24	102	-3	-1	Oc1ccc2ccccc2c1/C=N/n1cnnc1
4	4	107	3	10	22	99	49	-1	COc1ccc(-n2nc3ccc(N)cc3n2)cc1Cl
-3	-2	107	2	-18	3	108	22	4	COc1ccc(OC)c(N(CC(=O)NCCSc2ccccc2)S(C)(=O)=O)c1
-3	2	104	8	8	2	104	16	-5	CCOC(=O)CC(NS(=O)(=O)c1ccc2[nH]c(=O)sc2c1)c1ccc(C)cc1 (stereo not given)
3	-3	105	3	16	1	106	3	7	CCN1CCN(C(=O)CN(CC)S(=O)(=O)c2ccc(F)cc2)CC1
8	5	70	-23	6	-13	71	6	-1	CCOC(=O)C1(Cc2ccc(Cl)cc2)CCN(C(=O)CCc2cnccn2)CC1
1	3	100	2	4	7	103	42	-17	COC(=O)Nc1ccc(=O)n(Cc2c(Cl)cccc2Cl)c1
6	1	102	4	-9	-12	101	8	-6	CCc1c(C)sc(NC(=S)N2CCN(S(C)(=O)=O)CC2)c1C(=O)OC
-2	1	86	-11	11	1	89	17	-2	CCc1nnc(NC(=O)CCN2C(=O)c3ccccc3S2(=O)=O)s1
8	6	·	·	10	0	·	-3	-6	CCN1CCc2c(sc(NC(=O)c3ccc(S(=O)(=O)N4CCOCC4)cc3)c2C(=O)OC)C1
2	-4	77	-1	21	6	89	-7	2	N#Cc1cc(C(=O)c2ccccc2OCC(=O)Nc2ccccc2Cl)cn(C2CCCCC2)c1=O
3	5	107	10	-9	12	106	16	-6	O=Cc1cn(CC(=O)N2CCOCC2)c2ccccc12
0	-5	112	0	4	0	108	-30	10	CCN(CC)S(=O)(=O)c1ccc(C(=O)NCCCn2ccnc2)cc1
4	-1	99	0	25	3	97	-14	-2	CS(=O)(=O)Nc1ccc(C2=NN(C(=O)c3ccco3)C(c3cccc(F)c3)C2)cc1 (stereo not given)
1	2	75	-17	20	10	82	2	-13	O=c1cc(C23CC4CC(CC(C4)C2)C3)[nH][nH]1
1	1	96	-5	3	-11	91	-26	-5	O=C(CSc1nc2ccccc2c(=O)n1NC(=O)Cc1ccccc1)NCCc1ccccc1
-1	4	116	14	·	0	108	14	-6	Cc1nc(-c2ccc(S(=O)(=O)Nc3ccc(Br)cc3Cl)s2)cs1
0	-4	103	0	-30	-1	100	16	-13	COc1ccc(NS(=O)(=O)c2cc(NC(=O)CC(=O)c3ccc([N+](=O)[O-])cc3)ccc2C)cc1
2	6	98	0	-2	-1	97	2	5	O=C1Nc2ccc([N+](=O)[O-])cc2C1(O)N1CCCCCC1 (stereo not given)
0	3	97	1	6	·	96	-1	-4	Cc1cc2cc(CNC(=O)c3ccco3)ccc2n1C
0	2	95	-2	21	-8	98	2	2	COCC(=O)Nc1c(C(=O)Nc2ccc3c(c2)OCO3)oc2ccccc12
-4	2	97	2	15	-13	101	8	-10	O=C1c2ccccc2C(=O)N1C1CCCCC1
0	-8	113	2	11	-4	107	-2	-1	O=C(COc1ccc(/C=C\[N+](=O)[O-])cc1)N1CCOCC1
3	1	78	-14	9	5	67	-15	5	Cc1ccccc1NC(=O)N1CCC(C(=O)c2ccc(F)cc2)CC1
3	5	100	2	6	6	99	25	-12	CCOCC(=O)Nc1nc2ccc(S(C)(=O)=O)cc2s1
7	3	122	20	11	3	127	17	-3	COc1ccc(-n2ncc3c(NCc4ccc5c(c4)OCO5)ncnc32)cc1
0	8	105	13	11	8	101	0	-9	CCOC(=O)CN1C(=O)C(=O)N(Cc2ccccc2)C1=O
5	6	110	6	16	·	110	14	-22	O=S(=O)(c1cccc2ccccc12)N1CCSC1
-5	-5	102	0	5	-1	99	2	-15	Cc1cc(C(=O)OCC(=O)Nc2nc(-c3ccccc3)cs2)c(C)o1
6	5	92	-1	10	2	93	-8	-9	COc1cc(NS(=O)(=O)c2ccc(Nc3nc(-c4cccc([N+](=O)[O-])c4)cs3)cc2)nc(OC)n1
6	0	100	0	8	10	100	-3	-6	CC(=O)c1ccc(OC(=O)C2CC(=O)N(c3cccc(C)c3)C2)cc1 (stereo not given)

# More structures.
IDE act	IDE cell inh	MEKK3 PB1 HTS	MEKK2 mut-MEK5	NALP1 yeast inh	M18AAP inhibitor	MEKK2 WT-MEK5	SUMO HTRF inh	p-CIP stab down	SMILES
7	-4	126	3	26	0	141*	-9	2	COc1ccc(Nc2nc(-c3cccc([N+](=O)[O-])c3)nc3ccccc23)cc1
5	-1	96	-2	-12	3	95	15	-13	Nc1nc(SCC(=O)Nc2ccc(Cl)cn2)n[nH]1
-1	-5	94	-2	25	-7	95	11	-1	Cc1nn(Cc2ccc(C(=O)N3CCOCC3)o2)c(C)c1Br
-1	6	98	-1	3	-90	101	18	-22	Cc1cccc(NC(=O)c2nc(S(=O)(=O)Cc3ccccc3)ncc2Cl)c1
3	4	101	5	-1	0	100	3	-4	N#Cc1ccccc1NC(=O)COC(=O)c1ccc(F)cc1F
·	11	137*	28	·	1	121	14	-11	COc1ccc(-c2ccnc(SCC(=O)N3CCN(c4ccccc4)CC3)n2)cc1
0	3	101	7	-14	8	105	7	-1	Cc1ccc(C(=O)NNC(=S)NCC2CCCO2)cc1[N+](=O)[O-] (stereo not given)
4	-6	116	1	22	-4	106	-2	2	O=C(NCCCn1ccnc1)/C(=C\c1cccnc1)NC(=O)c1ccccc1Br
2	-4	94	0	13	5	94	12	-2	COc1ccc(OC)c(NC(=O)Nc2cccc3ccccc23)c1
1	1	106	11	-1	4	111	-3	-10	NCCCCCc1nnc(SCc2ccc(Cl)c(Cl)c2)o1
3	4	100	2	2	-2	103	-12	0	O=C(Cc1cccs1)N1CCN(S(=O)(=O)c2ccc(F)cc2)CC1
0	-1	96	1	·	-7	101	0	-8	Cc1ccc(C2c3c(oc4cc(C)c(C)cc4c3=O)C(=O)N2CCCN2CCOCC2)cc1 (stereo not given)
0	2	102	6	5	1	104	8	-2	Cc1ccc2c(c1)C(c1ccccc1)N(C(=O)c1ccc(F)cc1)CC(=O)N2 (stereo not given)
4	1	106	-2	10	-4	105	-18	-3	COC(=O)c1sccc1NC(=S)N1CCN(c2ccccc2)CC1
-2	-3	121	17	9	-4	122	0	-24	Cc1c(C#N)c(SCC(N)=O)nc2c1CCCC2
-1	7	112	-1	·	4	107	-19	3	Cc1nc2ccc(NC(=O)Cc3ccc(Br)cc3)cc2s1
6	2	100	3	12	7	101	11	0	COc1cc2c(cc1OC)C(c1ccccc1[N+](=O)[O-])N(C(C)=O)CC2 (stereo not given)
4	-3	87	-10	65	-1	88	-2	-10	Cc1cccc(NCc2nc3ccccc3n2C)c1
-1	1	109	6	33	-3	106	15	-4	CC(C(=O)Nc1ccc2nccnc2c1)N1C(=O)C2C3C=CC(C3)C2C1=O (stereo not given)
